Screening data from PubChem BioAssay.
SSB-PriA inh = inhibitors of Klebsiella pneumoniae PriA binding to SSB C-terminal tail | AlphaScreen SSBct-PriA binding, biotinylated peptide | inhibition, % at 33 µM | 430,000 tested, 0.6% active; in the data active = inhibition mostly above about 37%, no sharp cut-off; inactive = mostly below about 20%;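 also: plate controls were negative control peptide for no effect and reference peptide for full effect; strong numbers were not always called active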
* = called active by the depositor; & = joins results of further samples. Not all compounds are listed. The share of hits here may be higher or lower than overall.

SMILES | SSB-PriA inh
O=C(Cc1cccs1)Nc1ccc(SCC(=O)N2CCCC2)nn1 | -3.0
Cc1cc(NC(=O)CN2C(=O)CC(c3ccccc3)S(=O)(=O)c3ccccc32)no1 (stereo not drawn) | 4.0
COc1cccc(OC)c1C(=O)N1CCN(c2ccc(-c3ccccc3C)nn2)CC1 | -3.0
COc1cccc2sc(N3CC(OC(=O)Cc4cccs4)C3)nc12 | 3.0
Cc1nnc(NC(=O)Cc2cc(=O)[nH]c(SCc3cccc(Cl)c3)n2)s1 | -5.0
Cc1cc(C(=O)Nc2nc(-c3ccc(Cl)s3)cs2)on1 | -10.0&0.0
CN(C)c1ccc(/C=N\NC(=O)/C=C\C(=O)O)cc1 | -2.0
Cc1cc(NC(=O)c2ccc(C#N)cc2)n(-c2nc3ccccc3s2)n1 | -1.0
CCC(=O)Nc1ccc(SCC(=O)N2CCOCC2)nn1 | -7.0
O=C(Cc1csc(NC(=O)c2ccc[nH]c2=O)n1)NCc1ccc(F)cc1 | 2.0
CC(=O)N1CCc2cc(S(=O)(=O)NCCn3nc(-c4ccc(F)cc4)ccc3=O)ccc21 | -7.0
CC(=NNC(=O)CNc1cccc(C(F)(F)F)c1)c1cccc(Br)c1 | -17.6
CCn1nccc1C(=O)Nc1ccccc1-c1nc2ccccc2[nH]1 | -13.0
COc1ccc(C(C)=NNc2cccc(C(=O)O)c2)cc1OC | -6.4
Cc1cc(N2CCCC2)n2nc(C(F)(F)F)c(-c3ccccc3)c2n1 | -3.0
COc1ccc(-c2ccc(S(=O)(=O)N3CCC[C@H]3C(=O)O)cc2)cc1 | -17.0
Cc1c(C=NNC(=O)c2c[nH]c3ccccc23)cnn1C | -4.9
Cc1csc(NC(=O)CC2CSc3nc4c(cnn4-c4ccc(F)cc4)c(=O)n32)n1 (stereo not drawn) | -10.0
COc1ccc(Cc2nnc(Nc3ccc(F)c(Cl)c3)[nH]c2=O)cc1 | 6.0
CS(=O)(=O)c1ccc(CC(=O)Nc2nnc(C3CCCO3)o2)cc1 (stereo not drawn) | 61.0*
COc1ccc(C2CCCCN(C(=O)C(C)(C)OC(C)=O)C2)cc1 (stereo not drawn) | 0.0
CCOC(=O)N1CCN(C(=O)CSc2nnc3n2CCN3c2ccc(C)cc2)CC1 | -5.0
COc1ccc(NC(=O)CSc2cc(C)nc(-c3ccc(C(F)(F)F)cc3)n2)cc1OC | -1.0
O=C1NC2=C(C(=O)N(Cc3ccc(F)cc3)C2)C(c2ccc([N+](=O)[O-])cc2)N1 (stereo not drawn) | -9.0
COC(=O)CSC(C)C(=O)Nc1nnc(C)s1 (stereo not drawn) | 6.0

The list goes on; the last 3 above are carried over.
SMILES | SSB-PriA inh
COc1ccc(NC(=O)CSc2cc(C)nc(-c3ccc(C(F)(F)F)cc3)n2)cc1OC | -1.0
O=C1NC2=C(C(=O)N(Cc3ccc(F)cc3)C2)C(c2ccc([N+](=O)[O-])cc2)N1 (stereo not drawn) | -9.0
COC(=O)CSC(C)C(=O)Nc1nnc(C)s1 (stereo not drawn) | 6.0
Cc1noc(-c2cccn3c(CNC(=O)c4cnccn4)nnc23)n1 | -5.0
CCCCOC(=O)CSCC(=O)N1N=C(c2cccs2)C[C@H]1c1ccc(F)cc1 | -7.0
O=C(NN=Cc1ccoc1)c1ccco1 | 0.9
COC(=O)c1c(NC(=O)c2ccc(Cl)cc2)sc2c1CCN(C(C)C)C2 | -17.0
Cc1cc(-c2nnc(NC(=O)c3ccc4ncsc4c3)o2)nn1C | -3.0
O=C(CC1Sc2ccc(C(F)(F)F)cc2NC1=O)Nc1ccc(F)c(Cl)c1 (stereo not drawn) | -31.0
CCOc1ccc(CC(=O)NCCn2nc(-c3cccs3)ccc2=O)cc1 | 2.0
O=C(COc1ccccc1F)Nc1cc(OCc2ccc3c(c2)OCO3)ncn1 | -14.0
O=C(COc1ccc(Cl)cc1)NCCNC(=O)c1ccc(NC(=O)C2CC2)cc1 | -5.0
CCN(c1ccccc1)S(=O)(=O)c1ccc(Cl)c(N)c1 | -17.0
CC(C)N1CCC(CNC(=O)C(=O)Nc2cccc(F)c2)CC1 | -7.0&-6.0
CCCCCn1c(NS(=O)(=O)c2ccc(Cl)cc2)c(S(=O)(=O)c2ccc(C)cc2)c2nc3ccccc3nc21 | 43.0
COC(=O)C1CC(Oc2ccccc2F)CN1C(=O)Cn1nnc2ccccc21 (stereo not drawn) | -2.0
COc1cc(C)cc2oc(=O)c(CC(=O)N3C[C@H]4C[C@H](C3)c3cccc(=O)n3C4)c(C)c12 | 5.5
O=C(CCS(=O)(=O)c1ccccc1)N1CC(c2nc3ccccc3[nH]2)C1 | -4.0
Cc1cc(C(=O)CN2C(=O)C(=O)c3cc([N+](=O)[O-])ccc32)c(C)o1 | 11.0
O=S(=O)(c1ccc2c(c1)CCCC2)N1CC(c2nc3ccccc3[nH]2)C1 | -5.0
CC(=O)NCC#CCOc1ccc2c(c1)OCO2 | 27.0
CC(=NNC(=O)CSc1nc(C)[nH]c1[N+](=O)[O-])c1ccc(F)cc1 | -10.5
CC(=O)Nc1cnc(-n2nc(C)cc2C)nc1 | -11.0
COc1ccccc1N1CCN(CCNC(=O)c2ccco2)CC1 | -8.0
CN1C(=O)CCc2cc(NS(=O)(=O)c3ccc(F)cc3F)ccc21 | 8.0
CCOC(=O)c1ccsc1NC(=O)c1cc(C)nn1CC | -28.0
O=C(CCCSc1ccc(NC(=O)C2CC2)nn1)Nc1ccc(Cl)c(Cl)c1 | -5.0
O=C(Cc1csc(Nc2ccccc2)n1)NCc1ccco1 | -6.0

Some of the entries above, set out differently:
| smiles | SSB-PriA inh |
| --- | --- |
| CN1C(=O)CCc2cc(NS(=O)(=O)c3ccc(F)cc3F)ccc21 | 8.0 |
| CCOC(=O)c1ccsc1NC(=O)c1cc(C)nn1CC | -28.0 |

Other entries follow:
SMILES | SSB-PriA inh
CCN(CC)c1ccc(C=NNc2nc(C)cc(=O)[nH]2)cc1 | -10.9
Cc1ccc(CN2CCN(N=Cc3cc(Br)ccc3O)CC2)cc1 | -18.0
O=C(CSc1nccn1-c1ccc([N+](=O)[O-])cc1)Nc1ccc2c(c1)OCO2 | 14.0
O=C(Nc1nc(CCC(=O)N2CCc3ccccc32)cs1)c1ccc[nH]c1=O | -14.0
O=C1c2cc(S(=O)(=O)N3CCOCC3)ccc2-c2ccc(S(=O)(=O)N3CCOCC3)cc21 | 8.0
O=C(COc1cccc(Br)c1)Nc1ccc(N2CCCCC2)cc1 | 0.0
O=C(NCCN1CCN(c2ccc(Cl)cc2)CC1)c1cnccn1 | -7.0
COC(=O)CC(O)=C(N=Nc1cccc(C(F)(F)F)c1)C(=O)OC | -5.7
NC(=O)c1ccccc1NC(=O)c1cc(=O)c(OCc2ccc(F)cc2)co1 | -13.0
COc1ccc(Cl)cc1S(=O)(=O)Nc1ccc2c(c1)N(C(=O)C(C)(C)C)CC2 | 8.0
COc1ccc(Cn2c(N3CCN(c4ccccc4)CC3)nc3ccccc3c2=O)cc1F | -19.0
Cn1nccc1C(=O)Nc1cccc2c1C(=O)NC2=O | -10.0
CCOC(=O)N1CCN(C(=O)CSc2nc(-c3ccccc3)ns2)CC1 | -11.0
O=C(Cn1nc2ccc(SC3CCCCC3)nn2c1=O)Nc1ccc2c(c1)OCO2 | 2.0
Cc1ccc(C)c(CN2CC(c3nc(-c4cccnc4)no3)C2)c1 | 12.0
Cc1cc(S(=O)(=O)N2CCN(c3ccc(-c4cccs4)nn3)CC2)ccc1F | -3.0
Cn1nc(-c2ccccc2)c2sc(N)nc2c1=O | -5.0
O=C(CSC1=NC(=O)/C(=C\c2ccccc2)N1c1ccccc1)Nc1ccccc1 | -12.0&-10.0
Cc1ccc(NC(=O)c2ccccc2NC(=O)c2ccc3c(c2)OCCO3)c(C(=O)c2ccccc2)c1 | -9.0
O=C(Nc1cc(C(F)(F)F)ccc1Cl)c1cc(S(=O)(=O)N2CCOCC2)ccc1F | -10.0
COc1cc(C)c(S(=O)(=O)Nc2cnc(N3CCCCC3)nc2N(C)C)cc1C | -10.0
CCN=C1S/C(=C\c2ccc(F)cc2)C(=O)N1CC | 4.0
CC(C)(C)C1=N/C(=C\c2ccccc2F)C(=O)O1 | -11.0
COC(=O)C1CC(Oc2ccccc2F)CN1C(=O)c1ccc(=O)n(C)n1 (stereo not drawn) | -11.0
O=C(CCc1ccccc1F)NC[C@H]1CCCN1c1nc2ccccc2o1 | 1.0

Going on with the list:
SMILES | SSB-PriA inh
O=C(C1CCN(c2ccc(-c3ccc(Cl)cc3)nn2)CC1)N1CCOCC1 | -1.0
O=C(NCCn1ccc(-c2ccncc2)n1)NCc1ccc(Cl)cc1 | -11.0
C/C(C=NN1CCN(c2ccccc2)CC1)=C\c1ccco1 | 10.5
Cc1ccc(-c2ccc(=O)n(CCNC(=O)Nc3cc(F)ccc3F)n2)cc1 | -7.0
O=C(/C=C\c1ccc2c(c1)OCO2)NCCn1ncc2c(=O)n(Cc3ccc(Cl)cc3)cnc21 | 15.0
Cc1cc(OC2CCN(C(=O)c3cc(-c4ccccc4)on3)CC2)cc(=O)o1 | -19.0
COCCc1nnc(NC(=O)C2CC2)o1 | -13.0
Cc1ccc(-c2ccc(N3CCN(S(C)(=O)=O)CC3)nn2)cc1C | -1.0
O=C(NCc1ccc(F)cc1)N1C2CCC1COC2 | -15.0
O=C(NCCO)C(=O)Nc1ccc(Cl)c(N2CCCS2(=O)=O)c1 | -9.0
Nc1ccccc1-c1nnc(SCC(=O)c2ccc(F)cc2)o1 | 2.0
CC(CC(=O)Nc1ccc(F)cc1)n1cncn1 (stereo not drawn) | 10.0
CC1(C)Cc2cccc(OCC(=O)N3CCC(Oc4cnccn4)CC3)c2O1 | 8.0
O=C(NCCCO)C(=O)NCC(c1ccc2c(c1)OCO2)N1CCOCC1 (stereo not drawn) | 5.0
O=C(NCCn1ccc(-c2ccncc2)n1)c1ccc2nsnc2c1 | -10.0
CSCC(C)(O)CNC(=O)COc1cccc(C)c1 (stereo not drawn) | 2.0
Cc1cccc(OC2CCN(C(=O)CCSc3ccccc3)CC2)n1 | -19.0
CCOC(=O)N1CCN(C(=O)Cn2nc3n(c(=O)c2=O)CCN3c2ccccc2)CC1 | -1.0
Cc1ccccc1C(N)C(=O)O (stereo not drawn) | -17.0&29.0
CN(C(=O)Cn1cnc2ccccc21)c1ccccc1 | -14.0
COc1cc(OC)cc(C(=O)Nc2cccc(-c3cn4c(C)csc4n3)c2)c1 | 17.0
Cc1nc2ccc(NC(=O)c3ccccc3Cl)cc2c(=O)n1-c1ccc(F)cc1 | 1.0
COC(=O)c1ccccc1NC(=O)c1c[nH]c2c(C(F)(F)F)cccc2c1=O | -4.0&2.0
CC(C)c1cc(C(=O)O)n(C)n1 | -5.0
COC(=O)c1ccc2c(=O)n(CCC(=O)NCC(C)c3ccccc3)c(=S)[nH]c2c1 (stereo not drawn) | 4.0

Part of the list above, comma-delimited:
compound,SSB-PriA inh
Cc1ccc(-c2ccc(=O)n(CCNC(=O)Nc3cc(F)ccc3F)n2)cc1,-7.0
O=C(/C=C\c1ccc2c(c1)OCO2)NCCn1ncc2c(=O)n(Cc3ccc(Cl)cc3)cnc21,15.0
Cc1cc(OC2CCN(C(=O)c3cc(-c4ccccc4)on3)CC2)cc(=O)o1,-19.0

Carrying on.
SMILES | SSB-PriA inh
CC1(C)Cc2cccc(OCc3ccc(C(=O)N4CCc5ccccc54)cc3)c2O1 | -2.0
COc1cccc2sc(N3CCN(C(=O)CSc4ccc(Cl)cc4)CC3)nc12 | -7.0
O=C(CSc1nc(=O)n(Cc2ccncc2)c2c1CCCC2)Nc1ccc2c(c1)OCCO2 | -8.0
O=C(NN=Cc1ccoc1)c1cccc(OC(F)(F)C(F)F)c1 | -10.0
CC(CC(=O)Nc1cccc(C(F)(F)F)c1)=NNC(=O)C(=O)NCCO | -5.2
CCOc1ccccc1NC(=O)Cn1c(=O)n(Cc2cccs2)c(=O)c2ncccc21 | -2.0
O=C1Cc2cc(NC(=O)C3CCCC3)ccc2N1 | -13.0
COc1ccc(Cl)cc1C(=O)Nc1c(C)nc2ccc(Cl)cn2c1=O | -27.0
CSc1ncc(Cl)c(C(=O)Nc2cccc(Cl)c2C)n1 | -8.0
CC(CC(=O)Nc1ccc(F)cc1)=NNC(=O)c1ccccn1 | -6.2
CCOC(=O)Nc1ccc2c(c1)N(C(=O)c1cccs1)CCC2 | -17.0&8.0
S=c1[nH]nc(C2CCCCC2)n1N=Cc1ccccc1Cl | 22.9
COc1cc(=O)n(-c2ccccc2)nc1C(=O)Nc1ccccc1-c1cn2ccccc2n1 | -17.0
O=[N+]([O-])/C=C/c1ccco1 | 19.0
CS(=O)(=O)N1C2CCC1CC(NC(=O)CCSc1ccccc1)C2 (stereo not drawn) | -13.0
CCCc1cc(=O)[nH]c(SCc2nc(-c3cc(Br)ccc3OC)oc2C)n1 | -9.0
Cc1cc(C)c(S(=O)(=O)NCc2ccc(C(=O)c3ccccc3)s2)cc1C | -1.0
Cc1ccc(C(=O)NN=Cc2ccc[nH]2)cc1[N+](=O)[O-] | 2.1
COc1ccc(CCNS(=O)(=O)C2CC2)cc1 | -3.0
CC(C)(C)NC(=O)Cn1nc(-c2ccco2)c2sc(N3CCCC3)nc2c1=O | 2.0
C=CCc1cccc(C=NNC(=O)C(=O)Nc2ccc(C)cc2)c1O | -15.2
O=C(Nc1cccc(-c2ccc3nncn3n2)c1)c1cccc([N+](=O)[O-])c1 | 1.0
O=C(NCCn1ncccc1=O)Nc1ccc2c(c1)OCO2 | -13.0
O=C(Cn1cnc2c(sc3cccc(Cl)c32)c1=O)Nc1ccc2c(c1)OCO2 | -9.0
NC(=O)c1ccc(NC(=O)C(=O)NCCC(c2ccccc2)c2ccccc2)cc1 | 2.0

Individual results from the list:
Under SSB-PriA inh, O=C(CSc1nc(=O)n(Cc2ccncc2)c2c1CCCC2)Nc1ccc2c(c1)OCCO2 shows -8.0
Under SSB-PriA inh, O=C(Cn1cnc2c(sc3cccc(Cl)c32)c1=O)Nc1ccc2c(c1)OCO2 shows -9.0
Under SSB-PriA inh, Cc1cc(C)c(S(=O)(=O)NCc2ccc(C(=O)c3ccccc3)s2)cc1C shows -1.0
Under SSB-PriA inh, C=CCc1cccc(C=NNC(=O)C(=O)Nc2ccc(C)cc2)c1O shows -15.2
